# Screens from PubChem BioAssay.
# HEK293 tox: cytotoxicity in counter-screen for GLP-1R inverse agonists; HEK293 cAMP-luciferase reporter cells, luminescence, 24 h; Potency, µM (series often up to 38.3 µM), for inactives: at the top dose activity change, negative = inhibition, hits mostly inhibitors; 0.13% of 410,000 active;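 note: loss of luciferase light is scored as toxicity; potency is the fitted concentration of half-maximal effect; % is set by controls: 0 for no effect and ±100 for the full control effect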
#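 Step one: seed cells (200 cells/uL, DMEM with 10% Nu serum, 1% pen-strep). Step two: 12-hour incubation at 37 deg C. Step three: pin 23 nL compound, incubate 24 hr. Step four: add luciferase reagent, read luminescence 12 min later.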
# PLK1 PBD block: blocks phosphopeptide binding to human PLK1 polo-box domain; Potency, µM, for the others: max response, negative = inhibition, usual class: inhibitors; P53350; Plk1 PBD binding of FITC phosphopeptide, fluorescence polarization; 2.8% of 360,000 active; note: potency is the fitted concentration of half-maximal effect; series mostly up to about 57 µM; % is set by controls: 0 for no effect and ±100 for the full control effect; nearly all actives have a fitted effect of over 65% in size
# Target sequence (P53350 whole entry, looked up, the tested form may be a part): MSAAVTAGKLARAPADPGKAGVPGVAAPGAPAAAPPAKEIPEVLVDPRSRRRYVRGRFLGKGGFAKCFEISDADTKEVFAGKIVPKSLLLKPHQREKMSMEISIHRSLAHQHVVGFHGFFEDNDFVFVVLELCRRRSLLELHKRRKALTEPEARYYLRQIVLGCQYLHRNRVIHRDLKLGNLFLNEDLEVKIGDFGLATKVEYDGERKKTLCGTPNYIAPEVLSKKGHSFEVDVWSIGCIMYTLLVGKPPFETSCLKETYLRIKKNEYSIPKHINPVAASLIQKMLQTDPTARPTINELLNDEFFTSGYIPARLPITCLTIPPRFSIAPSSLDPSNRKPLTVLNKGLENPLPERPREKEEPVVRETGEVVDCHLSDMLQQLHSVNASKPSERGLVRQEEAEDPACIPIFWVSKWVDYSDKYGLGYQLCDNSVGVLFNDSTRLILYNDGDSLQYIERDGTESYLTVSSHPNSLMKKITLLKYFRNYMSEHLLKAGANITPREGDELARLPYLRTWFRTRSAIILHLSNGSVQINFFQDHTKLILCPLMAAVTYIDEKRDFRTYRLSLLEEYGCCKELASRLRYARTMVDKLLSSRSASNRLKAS
# GLP1R inv ag: inverse agonists of human GLP-1 receptor | P43220 | HEK293 GLP-1R CRE-luciferase, luminescence, 24 h; GLP-1R form is constitutively active | Potency, µM (top dose mostly 38.3 µM), for inactives: at the highest dose activity change, negative = inhibition, most hits filed as inhibitors | 1.6% of 410,000 active | AID 624417; note: potency is the fitted concentration of half-maximal effect; % is set by controls: 0 for no effect and ±100 for the full control effect; nearly all actives have a fitted effect of over 55% in size
#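 Cells are plated, allowed 12 hours at 37 deg C, then treated with compounds for 24 hr before luciferase detection reagent is added and luminescence is read after 12 min at room temperature. The HEK293 line carries constitutively active GLP-1R with a cAMP-responsive reporter.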
# IL-2 act: activates IL-2 in a cell-based reporter assay; IL-2 activation reporter assay, cell-based qHTS; stimulated with anti-CD3/CD4/CD28 beads; in transgenic mouse T cells; activation, % (series mostly up to about 46 µM); 0.065% of 360,000 active; in the data active = activation above about 50%; inconclusive = mostly about 30% to 49%; note: 0% is about no effect
#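 First, unstimulated transgenic mouse T cells were exposed to compound for 60 min. Next, anti-CD3/anti-CD4-coated beads with anti-CD28 were added. Finally, after 18 h at 37 degrees C, EGFP and DsRed were imaged.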
# PTHR1 agonist: activates the human parathyroid hormone receptor PTHR1. Q03431. HEK293 GP2 PTHR1 cells, GloSensor cAMP luminescence, 1 h. Potency, µM (highest dose often 115 µM), without a hit: at the highest dose activation, most hits filed as activators. 0.075% of 410,000 active. AID 743266; note: potency is the fitted concentration of half-maximal effect; nearly all actives have a fitted effect of over 55% in size; some results filed as inactive show a strong effect at the top dose; inactives centre near -15; many of its hits are not listed in these tables
#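 HEK-293-derived GP2 cells expressing PTHR1 and a GloSensor cAMP reporter, 3,000/well, plated overnight, given luciferin plus IBMX (each 0.5 mM as added) for 1 h at 37 °C, then compound for 1 h at 37 °C. Luminescence was read after 15 min at room temperature.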
# EPAC1 antagonist: blocks human EPAC1 exchange factor | O95398 | EPAC1 GEF assay, Rap1b-BODIPY-GDP exchange fluorescence | Potency, µM (series often up to 115 µM), inactives show at the highest dose activity change, negative = inhibition, usual class: inhibitors | 0.14% of 360,000 active | AID 720709;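 note: potency is the fitted concentration of half-maximal effect; plate controls were vehicle for no effect and positive control for full effect; nearly all actives have a fitted effect of over 50% in size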
# PI5P4K alpha inh: inhibitors of human PI5P4K alpha | PI5P4Kalpha enzyme, ADP-Glo luminescence, 60 min; hits give low values | P48426 | AID 652105 | max response, % | 1.2% of 330,000 active; active = max response of -50% or lower; inconclusive = between -30% and -50%; inactive = -30% or higher; note: value at the top dose of about 77 µM; % is set by controls: 0 for no effect and ±100 for the full control effect
# Target sequence (P48426 whole entry, looked up): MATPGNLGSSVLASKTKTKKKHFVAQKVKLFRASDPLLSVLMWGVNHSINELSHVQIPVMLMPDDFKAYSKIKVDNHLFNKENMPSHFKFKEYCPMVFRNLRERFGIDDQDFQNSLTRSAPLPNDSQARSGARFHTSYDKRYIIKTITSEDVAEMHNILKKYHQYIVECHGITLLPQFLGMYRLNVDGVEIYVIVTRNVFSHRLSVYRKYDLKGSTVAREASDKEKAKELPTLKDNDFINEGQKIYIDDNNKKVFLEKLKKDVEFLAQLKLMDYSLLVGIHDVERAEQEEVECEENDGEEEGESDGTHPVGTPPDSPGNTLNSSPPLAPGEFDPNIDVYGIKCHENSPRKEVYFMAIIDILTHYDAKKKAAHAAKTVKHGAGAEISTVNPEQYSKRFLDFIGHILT
#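 ADP-Glo luminescence end-point read after a 60 min room-temperature kinase reaction of PI5P4Kalpha plus substrate, initiated with ATP at 5 microM final. Buffer: 0.038 M HEPES pH 7.4, EGTA, 0.1% CHAPS, 5% DMSO.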
# EPAC1 agonist: activates human EPAC1 exchange factor | EPAC1 agonist qHTS, biochemical assay; response scale: 100% = response to 6.5 mM cAMP | Potency, µM (titrated, usually from 154 µM), inactives show at the highest dose activation, usual class: activators | O95398 | 0.073% of 360,000 active | AID 720707; note: potency is the fitted concentration of half-maximal effect; nearly all actives have a fitted effect of over 60% in size
#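 Multi-concentration qHTS readout: loss of Rap1B-bound BODIPY-GDP fluorescence driven by 100 nM EPAC1 with excess GDP (50 uM), monitored kinetically at room temperature; agonist response expressed relative to 6.5 mM cAMP.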
# GLP1R ag: GLP-1 receptor (human) agonism; HEK293 GLP-1R CRE-luciferase, luminescence, 4-6 h; cells express a hypersensitive GLP-1R form; Potency, µM (highest dose often 45.6 µM), without a hit: at the highest dose activation, actives largely listed as activators; 0.007% of 380,000 active; P43220; note: potency is the fitted concentration of half-maximal effect; % of control where 0% means no effect
# An asterisk follows results filed as active; i = inactive; u = inconclusive; x = not tested or not shown; [ ] = dose if it differs, or a comment. Unless noted, calls come from the whole dose curve; as a rule, active = well fitted curve in the direction sought with a large enough effect; inconclusive = small, poorly fitted or top-dose-only effect, or another doubt; inactive = no such curve, though single readings can be large; an effect the other way counts as inactive or inconclusive. This is a subset; rates above refer to the full screens.
structure	HEK293 tox	PLK1 PBD block	GLP1R inv ag	IL-2 act	PTHR1 agonist	EPAC1 antagonist	PI5P4K alpha inh	EPAC1 agonist	GLP1R ag
O=c1oc2ccccc2cc1-c1nc2c(s1)CCc1ccccc1-2	346.6%[activator]	15µM*	10.8%	u	i	-3.5%	3.4	15.6%	-7.7%
Cc1ccc(S(=O)(=O)CCC(=O)OCc2ccc(Cl)cc2)cc1	7.9%	-4.9%	19.9%	-0.5	i	-22.5%	1.9	12.7%	0.3%
O=C(CC1NCCc2ccccc21)Nc1ccc(Cl)cc1 (stereo not given)	3.4%	-0.4%	u	-0.5	-28.8%	7.3%	0.0	0.5%	0.6%
Cc1cc(Cl)ccc1N(CC(=O)NCCSCc1ccco1)S(C)(=O)=O	-0.7%[7.66 µM]	-16.5%	11.0%[7.66 µM]	-0.5	-31.1%[inhibitor]	-3.0%	-14.9	2.7%	-0.7%
COC(=O)/C=C/C(=O)N1CCN(c2ccccc2C)CC1	-5.4%	-11.9%	4.8%	-1.4	i	3.2%	-4.7	2.6%	-2.7%
O=C(CN1CCN(S(=O)(=O)c2ccccc2)CC1)N1CCc2ccccc21	4.0%	-4.4%	1.6%	0.3	-15.6%	-23.5%	-0.5	8.6%	15.4%
CCOCCCN(C(=O)Cn1nnc2ccccc21)C(C(=O)NCc1ccco1)c1ccncc1 (stereo not given)	-2.5%	-6.6%	0.3%	-0.4	i	-7.1%	2.5	1.2%	-5.5%
Cc1ccc(-n2cc(CN3CCN(c4ccccn4)CC3)c(-c3ccc(F)cc3)n2)cc1	0.6%	-9.0%	u	-0.1	i	-4.4%	14.9	-1.1%	-1.4%
O=C(COC(=O)COc1ccccc1)Nc1ccccc1OC(F)F	6.2%	-3.7%	1.7%	1.0	-18.3%[57.5 µM]	11.0%	-3.1	-3.2%	-19.3%
COc1cccc(OC)c1C(=O)Nc1ccc(CN2CCOCC2)cc1	-5.3%	1.2%	-7.2%	17.0	10.8%	2.9%	5.6	0.3%	10.5%
CCOC(=O)c1cc2c(nc1N)CCCC2	-2.9%	-14.7%	0.6%	-4.8	i	4.4%	-0.9	5.3%	13.0%
COc1ccc(/C=N/N(C)C2=NCCN2)c(OC)c1OC	-2.1%	-5.9%	0.2%	-0.1	i	4.0%	3.4	6.7%	4.4%
O=C(NCCN1CCOCC1)/C(=C\c1ccc(F)cc1)NC(=O)c1ccccc1	4.1%	-12.0%	1.8%	-4.3	-0.7%	-18.2%	-1.1	-6.1%	-3.6%
CC1=CC(C)C(C(=O)O)C(C(=O)Nc2cccnc2)C1 (stereo not given)	0.1%	-4.6%	14.4%	-2.6	i	-3.9%	-0.7	7.5%	0.6%
O=C(CNC(=O)c1ccc2ccccc2c1)OCC(=O)N1CCN(S(=O)(=O)c2ccc3ccccc3c2)CC1	-4.8%	3.2%	-13.5%	-0.6	-36.8%[inhibitor]	-1.8%	-7.8	3.8%	0.2%
O=C(CCCCl)N1CCc2[nH]c3ccccc3c2C1	3.4%	-5.3%	0.8%	-0.6	i	0.9%	0.1	-18.5%	-0.5%
C[C@@H](C(=O)OCC(=O)Nc1cc(S(=O)(=O)N2CCOCC2)ccc1Cl)N1C(=O)C2CCCCC2C1=O (stereo not given in full)	19.1%	3.4%	-5.0%	-2.2	-36.0%[inhibitor]	5.9%	-1.2	-6.5%	0.1%
CN1OC[C@@H]2CN(S(=O)(=O)c3cccc4ccccc34)[C@H](c3ccc(N4CCCCC4)cc3)C[C@@H]21	0.4%	-17.2%	u	-0.5	-17.2%	1.9%	7.2	2.8%	-3.8%
C=C1C(=O)OC2C1CCC(C)=CCCC1(C)OC21 (stereo not given)	-6.3%	-24.4%	-8.1%	-0.4	-94.4%[inhibitor]	-16.4%	3.6	4.5%	-28.1%
CCNc1nc(NC(C)(C)C)nc(N2CCCC2)n1	-13.5%	-1.7%	u	-3.1	i	-10.9%	-1.5	1.3%	-8.3%
Cc1ccn2c(NCc3ccc4c(c3)OCO4)c(-c3ccc(O)cc3)nc2c1	15.6%	-9.0%	0.0%	0.1	i	0.6%	x	2.4%	4.5%
O=C(O)c1ccc(COc2ccccc2Cl)cc1	5.6%	-9.1%	8.9%	2.3	-44.8%[inhibitor]	-0.5%	x	7.1%	9.7%
O=C1c2ccccc2C(=O)N1Cc1ccco1	-7.2%	-4.6%	6.1%	0.4	-1.6%[57.5 µM]	3.3%	0.4	3.7%	-6.2%
Cc1ccc2cc(CN(CCN3CCOCC3)Cc3nnnn3Cc3ccco3)c(=O)[nH]c2c1C	11.2%	-5.5%	-5.9%	-0.7	i	10.9%	-2.1	-3.9%	1.1%
CCOC(=O)C1=CC[C@@H](c2ccc(OC)cc2)N(S(=O)(=O)c2ccc(C)cc2)[C@H]1CC	0.5%	-3.6%	u	-0.6	i	-13.5%	16.0	-0.5%	7.8%
COc1ccc(S(=O)(=O)N2CCOC23CCN(S(=O)(=O)c2cc(C)ccc2OC)CC3)cc1	-1.1%	-7.1%	0.3%	-3.9	i	13.3%	-1.0	3.7%	14.2%
CC1(C)C[C@H]2C3=CCC4[C@@]5(C)CC[C@H](O)C(C)(C)C5CC[C@@]4(C)[C@]3(C)[C@@H](O)[C@@H](O)[C@@]2(CO)[C@@H](O)[C@@H]1O (stereo not given in full)	1.6%	-2.0%	38.8%[activator]	1.3	-7.9%	-3.6%	-22.7	-12.3%	7.3%
COc1ccc(C(=O)Nc2ccc3c(c2)OCCO3)cc1Br	-5.7%	-2.5%	-0.9%	0.1	-40.9%[inhibitor]	-9.2%	-7.3	-2.2%	9.3%
CCc1ccc(C(=O)CN(C#N)c2nc(C)cc(C)n2)cc1	u	-4.9%	u	-0.8	-6.8%	-11.0%	-1.0	2.8%	8.4%
COCC(C)NC(=O)C1c2ccccc2Oc2ccccc21 (stereo not given)	-4.9%	-3.1%	-1.2%	0.0	-34.1%[inhibitor]	10.6%	0.3	13.6%	2.7%
COc1cc(C(=O)Nc2cccc(C)c2C)c(Br)c(OC)c1OC	-22.9%	-13.4%	-2.7%	-1.9	-3.7%	1.5%	3.2	13.7%	9.8%
O=C(COc1ccccc1Cl)NNC(=O)c1ccc2c(=O)n3c(nc2c1)CCC3	2.0%	-11.5%	10.2%	0.2	-16.6%	-23.4%	3.2	-3.2%	-3.1%
Cc1cc(=O)n(CCc2ccccc2)c(O)c1C#N	0.6%	-14.3%	-0.4%	-0.7	14.0%[57.5 µM]	-1.8%	u	1.5%	-17.5%
COc1ccccc1NC(=O)c1sc2nc(N3CCOCC3)c3c(c2c1N)CCCC3	12.9%	-7.2%	34.9%	0.4	i	4.3%	0.4	-22.6%	-5.9%
O=c1c2cc(N3CCOCC3)ccc2[nH]c(=S)n1CCCN1CCCCC1	3.0%	1.0%	93.8%[activator]	-3.6	i	-2.1%	1.5	-2.7%	-10.5%
O=C(CSc1ncn[nH]1)N1CCN(c2nnc(-c3ccccc3)c3ccccc23)CC1	-23.0%	-3.4%	3.4%	-1.7	-8.8%	4.8%	-4.3	-6.3%	-8.7%
Cc1cccc2cc(CN(CC3CCCO3)C(c3nnnn3Cc3ccco3)C(C)C)c(=O)[nH]c12 (stereo not given)	u	-8.9%	u	-0.1	-7.7%	-15.9%	2.4	10.8%	9.1%
COc1ccc(NC2CCCN(C(=O)c3cc4ncccn4n3)C2)cc1 (stereo not given)	-1.6%	-10.9%	45.8%[activator]	0.7	i	-2.7%	-0.7	-1.2%	-2.0%
CCc1ccc(NC(=O)CNC(=O)[C@@H]2Cc3ccccc3CN2)cc1	-1.1%	u	13.2%	-1.6	-15.5%	-24.6%	8.1	-12.7%	0.0%
CCCCN(C(=O)CCC(=O)Nc1cc(C)on1)C(C(=O)NC1CCCC1)c1ccc(OC)cc1 (stereo not given)	-9.3%	4.0%	-15.2%	1.4	i	-10.4%	-8.3	0.1%	0.3%
O=C(NCC(F)(F)F)c1[nH]c(C(F)(F)F)nc1-c1ccccc1	-7.3%	0.9%	31.1%[activator]	-0.8	-84.3%[inhibitor]	-3.2%	0.2	-0.8%	-2.9%
Cc1c(CN2CCC(CO)(CCOc3ccccc3)CC2)[nH]c2ccc(Cl)cc12	u	-3.5%	u	-3.5	-34.9%[inhibitor]	-8.9%	7.8	6.8%	7.2%
CN(Cc1ccccc1F)C(=O)COc1ccc(C(=O)c2ccccc2)cc1	3.5%	-10.7%	u	-0.3	-19.8%	-2.6%	6.0	17.7%	16.9%
N#CCCCN1C(=O)C(=C(C#N)C#N)c2ccccc21	-26.8%	5.32µM*	-2.8%	0.5	-22.7%	-8.1%	-2.8	-2.0%	-3.7%
COc1ccc(NS(=O)(=O)c2ccc3c(c2)N(C(C)=O)CCO3)c(OC)c1	0.7%	3.5%	18.1%	-0.4	i	-1.5%	2.4	-16.1%	9.5%
CCn1c(SCC(=O)Nc2nc(-c3ccccc3)cs2)nnc1-c1ccccc1	0.5%	-9.9%	10µM*	-0.4	-90.6%[inhibitor]	-11.2%	x	15.9%	-2.4%
Clc1ccc(-c2nc3n(n2)Cc2ccccc2-3)cc1	-15.9%	-10.1%	1.6%	2.0	-20.6%[57.5 µM]	12.1%	-0.8	1.9%	-3.6%
O=C(NCc1ccc(F)cc1)C(c1ccccc1)N(C(=O)c1csnn1)C1CC1 (stereo not given)	-8.8%	5.0%	-31.6%	0.3	-19.4%	1.6%	-4.5	7.2%	-0.1%
COc1ccc(C2=Nc3ccccc3N(C(=O)c3ccc(C)cc3)C2C(=O)NCc2ccccc2)cc1 (stereo not given)	0.7%	3.6%	2.9%	-0.2	-16.9%	-5.4%	4.6	-1.0%	x
